High-throughput results from PubChem.
Rat MKP-3 inhibitors – MKP-3 phosphatase inhibitors, primary screen, biochemical, rat enzyme, in vitro (AID 425) | recombinant MKP-3 phosphatase activity, fluorescence; higher % means a stronger effect | 110,000 tested, 0.17% active | inhibition, % at 20 µM, or IC50 in µM where a hit was titrated; in the data active = inhibition above about 50%;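 also: plate controls were vehicle for no effect and reference inhibitor for full effect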
Hsp70 inhibitors – small molecules displacing fluorescent ligand from Hsp70 – biochemical, fluorescence polarization, primary screen (AID 583). Hsp70 fluorescence polarization probe displacement, mP; higher % means a stronger effect. displacement, % at 20 µM, or IC50 in µM where a hit was titrated. 140,000 tested, 0.06% active; in the data active = displacement above about 50%;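 also: plate controls were vehicle for no effect and reference ligand for full effect; a part of the inactive calls stands beside numbers as strong as those of hits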
The depositor's hits bear a star; · = no result given; & = joins results of further samples.

Hsp70 inhibitors | Rat MKP-3 inhibitors | canonical_smiles
2.0% | · | Cc1cccc(S(=O)(=O)CC(=O)Nc2nc(-c3ccccc3)cs2)c1
-2.7% | 4.6% | COc1cc(C=O)c(Br)cc1OCc1ccc(C)cc1
5.0% | -0.2% | COc1ccc(-c2noc(-c3ccc(-c4ccccc4)cc3)n2)cc1
-1.2% | 2.1% | NC(=O)CN1C(=O)/C(=C2\SC(=S)N(CCCC(=O)O)C2=O)c2ccccc21
-0.4% | -3.6% | COc1ccc2c(c1)OCC/C2=N\OC(=O)c1ccccc1F
-1.2% | -3.0% | Cc1nc2ccc(NC(=O)c3ccc(Cl)s3)cc2s1
-2.5% | · | COc1ccc(OC(C)C(=O)Nc2cccnc2)cc1 (stereo not given)
-4.3% | 1.8% | Cc1ccsc1C=NN1CCN(Cc2ccccc2Cl)CC1
2.8% | -1.2% | CC(C(=O)NCc1cccnc1)N1C(=O)c2ccccc2C1=O (stereo not given)
2.1%&-0.4% | 4.9% | Cc1ccc(CCNc2ccc3ccccc3c2)cn1
-3.6% | -7.7% | CCCc1nc2oc(C(=O)OCC)c(N)c2c2c1COC(C)(C)C2
0.1% | 9.8% | COc1ccc(C2CC(C(F)(F)F)n3ncc(C(=O)Nc4ccc(F)cc4F)c3N2)cc1OC (stereo not given)
2.8% | -14.5% | Cc1ccc(S(=O)(=O)N2CCC(C(=O)N3Cc4ccccc4C3)CC2)cc1
1.1% | · | COC(=O)c1cccc(NC(=O)CCCOc2cccc(C)c2)c1
7.2% | -3.6% | CCN1CCN(C(CNC(=O)c2ccc3c(c2)OCO3)c2cccnc2)CC1 (stereo not given)
-4.9% | 2.4% | CCOC(=O)c1sc(NC(=O)C2CC2)cc1C
-0.2% | 3.1% | COc1cc(NC(=O)c2c(Cl)cccc2Cl)c(OC)cc1Cl
-1.2% | · | COc1cccc(C(=O)Nc2ccc(F)cc2F)c1
-0.9% | 2.4% | CCOC(=O)C1=C(C)N=c2s/c(=C\c3ccccn3)c(=O)n2C1c1ccc(OC)cc1 (stereo not given)
6.4% | · | COc1ccccc1CC(=O)Nc1ccccc1C(=O)O

The closing two compounds of the part before open the next one.
Hsp70 inhibitors | Rat MKP-3 inhibitors | canonical_smiles
-0.9% | 2.4% | CCOC(=O)C1=C(C)N=c2s/c(=C\c3ccccn3)c(=O)n2C1c1ccc(OC)cc1 (stereo not given)
6.4% | · | COc1ccccc1CC(=O)Nc1ccccc1C(=O)O
3.8% | -13.3% | CCCCS/C(=C(/C#N)C(N)=O)c1cc2c([nH]1)CCCC2
-1.3% | -6.0% | Cc1ccc(-n2ncc3c(=O)n(CC(=O)OCc4ccccc4)cnc32)cc1
-2.0% | 1.8% | Cc1ccc(C(CC(=O)C(C)C)C2C(=O)c3ccccc3C2=O)cc1 (stereo not given)
3.8% | · | CN1CCN(C(=O)C2(NC(=O)NCc3ccccc3)CCCCC2)CC1
2.8% | 2.9% | COC(=O)c1cn(NC(=O)c2cccc(N(C)C)c2)c(=O)c2ccccc12
-6.3% | -2.6% | CN(C)CC(C(=O)c1ccccc1)c1ccccc1 (stereo not given)
2.2% | 1.9% | Cc1ccc(-c2nnn(CC(=O)N(c3cccc(O)c3)C(C(=O)NC(C)(C)C)c3cccs3)n2)o1 (stereo not given)
-3.7% | · | Nc1ccc2nc(-c3cc(Cl)c(N)c(Cl)c3)[nH]c2c1
-0.6% | -1.7% | CN1C(=O)C(=Cc2c(Cl)cccc2Cl)C(=O)N(C)C1=O
-6.6% | 4.2% | CCOc1ccc(C2/C(=C(\O)c3ccc(F)cc3)C(=O)C(=O)N2CCCCCC(=O)O)cc1 (stereo not given)
· | -4.4% | Cc1nnc(SCC(=O)N2CC(=O)Nc3ccccc32)n1-c1ccccc1
0.8% | -0.1% | O=C1c2ccccc2C(=O)N1CC(O)Cn1c2ccccc2c2ccccc21 (stereo not given)
· | 6.3% | COc1ccccc1NC(=O)CSc1nnc(CNC(=O)c2ccco2)o1
-1.0% | -0.6% | COc1ccccc1-c1cc(C(=O)N2CCCCC2)no1
-0.4% | 7.3% | Cc1ccc(N2C(=O)CSC2c2cccc([N+](=O)[O-])c2)cc1 (stereo not given)
-3.5% | -2.9% | Cc1ccc(N2OC3C(=O)NC(=O)C3C2c2ccco2)cc1 (stereo not given)
-0.7% | -1.6% | O=C(Nc1nnc(N2CCCCCC2)s1)c1cc(-c2ccc(Br)cc2)on1
5.5% | 1.7% | COc1cccc(NC(=O)c2cccc(OC)c2OC)c1
-0.4% | · | COC(=O)c1c(C)[nH]c(C(=O)CSc2nnnn2-c2ccccc2)c1C
· | -11.9% | COc1ccc(OC)c(C(=O)C2COC(=O)C2)c1 (stereo not given)

Part of the list above in another layout.
Cc1ccc(-n2ncc3c(=O)n(CC(=O)OCc4ccccc4)cnc32)cc1
  Hsp70 inhibitors = -1.3%
  Rat MKP-3 inhibitors = -6.0%

COC(=O)c1c(C)[nH]c(C(=O)CSc2nnnn2-c2ccccc2)c1C
  Hsp70 inhibitors = -0.4%
  Rat MKP-3 inhibitors = ·

COc1ccccc1NC(=O)CSc1nnc(CNC(=O)c2ccco2)o1
  Hsp70 inhibitors = ·
  Rat MKP-3 inhibitors = 6.3%

Cc1ccc(S(=O)(=O)N2CCC(C(=O)N3Cc4ccccc4C3)CC2)cc1
  Hsp70 inhibitors = 2.8%
  Rat MKP-3 inhibitors = -14.5%

Carrying on.
Hsp70 inhibitors | Rat MKP-3 inhibitors | canonical_smiles
-2.8% | 2.9% | COc1ccc(-n2cnc(/N=C/N(C)C)c2C(=O)c2cccc([N+](=O)[O-])c2)cc1
3.3% | 2.2% | Cc1ccc(N(CC(=O)NCCOc2ccc(F)cc2)S(=O)(=O)c2ccccc2)cc1C
· | -4.0% | O=C(Cn1cnc2c(oc3ccccc32)c1=O)NCC1CCCO1 (stereo not given)
3.0% | -6.4% | Cc1cccc(OCCCCCNCCO)c1
-2.7% | 15.7% | COc1ccc(OCC(=O)Nc2cccc(-c3nc4ccccc4o3)c2)cc1
-2.3% | 3.2% | O=C(CC1Nc2ccccc2NC1=O)Nc1ccc(F)cc1 (stereo not given)
6.8% | · | CC(C)(C)n1ncc2c(=O)n(Cc3c(F)cccc3Cl)cnc21
2.9% | 0.6% | CC1(c2ccccc2)CC(C)(C)N(C(=O)c2cccc(F)c2)c2ccccc21 (stereo not given)
4.7% | -2.5% | Cc1ccc2[nH]c(=O)c3cc(C(=O)NCCN4CCN(C)CC4)sc3c2c1
4.3% | 3.0% | COC(=O)c1ccc(C2c3c(oc4ccccc4c3=O)C(=O)N2CCCN2CCOCC2)cc1 (stereo not given)
-2.4% | 0.5% | COc1ccc(/C=C/C(=O)N2CCN(CCN3C(=O)c4cccc5cccc(c45)C3=O)CC2)cc1
-3.1% | 3.2% | Cc1ccc(C(=O)N2CCN(c3ccc([N+](=O)[O-])cc3)CC2C)cc1 (stereo not given)
3.7% | 1.3% | O=C(Nc1ccccc1F)c1ccc2nccnc2c1
3.5% | 6.8% | CCOc1cc(S(=O)(=O)NCc2ccc3c(c2)OCO3)c(C)cc1C
-0.3% | 2.8% | Cn1c(CCNC(=O)c2ccc(F)cc2)nc2ccccc21
-3.2% | 3.9% | Cc1nnc(NC(=O)COC(=O)c2ccc([N+](=O)[O-])cc2)s1
-2.7% | 7.8% | COc1ccc([N+](=O)[O-])cc1CSc1nc2ccc(N3C(=O)c4ccccc4C3=O)cc2s1
1.4% | 5.8% | Cc1ccc2nc(-c3ccc(NC(=O)COc4ccc([N+](=O)[O-])cc4)cc3)sc2c1
-1.2% | 1.9% | O=C(/C=C/c1ccco1)Nc1ccccc1
-7.4% | · | CNCCCOc1cccc(OC(C)C)c1

Single entries from the entries so far.
Value of `O=C(Nc1ccccc1F)c1ccc2nccnc2c1` in Rat MKP-3 inhibitors: 1.3%
Value of `O=C(/C=C/c1ccco1)Nc1ccccc1` in Hsp70 inhibitors: -1.2%

(further entries)
Hsp70 inhibitors | Rat MKP-3 inhibitors | canonical_smiles
4.5% | -13.4% | CN(Cc1nc(-c2ccncc2)no1)S(=O)(=O)c1ccc(Cl)cc1
1.4% | -2.4% | O=C(CCNc1cccc(Cl)c1)c1cccs1
-2.0% | 2.2% | Cc1ccc(NC(=O)CSC2=C(C#N)C(c3ccco3)C3=C(CCCC3=O)N2)cc1 (stereo not given)
-1.7% | 1.9% | CCc1c(C)sc(NC(=O)c2ccccc2Cl)c1C(=O)OC(C)C
-2.3% | 0.5% | NC1=NC2(CCCC2)N=C(Nc2ccc(Cl)cc2)N1
-0.8% | -10.2% | CCOC(=O)c1[nH]c(C)c(C(=O)Nc2ccc3c(c2)CCC3)c1C
0.4% | -1.5% | CCCC(=O)Nc1nnc(CC(=O)OCC)s1
0.4% | · | CCOC(=O)COc1c(Br)cc(C2NC(=O)NC(C)=C2C(C)=O)cc1OC (stereo not given)
-5.0% | 0.3% | COc1ccc(/C=C(/NC(=O)c2cc(OC)c(OC)c(OC)c2)C(=O)NC(C(=O)O)C(C)C)c(OC)c1 (stereo not given)
2.9% | · | CCC(=O)NC(Nc1ncc(C)s1)(C(=O)OC)C(F)(F)F (stereo not given)
-2.0% | 3.5% | CCOC(=O)CSCCOc1ccc(C=O)cc1OC
2.8% | 2.9% | O=C(NC12CC3CC(CC(C3)C1)C2)c1ccc(Cl)c(Cl)c1
0.3% | -12.4% | Cc1nnc(SCC2=C(C(=O)O)N3C(=O)[C@@H](NC(=O)Cn4cnnn4)[C@H]3SC2)s1
4.6% | 3.1% | CC(=O)c1ccc2c3c([nH]c2c1)CCCC3
1.4% | -2.7% | CC(=O)c1ccc(NC(=O)c2ccc(S(=O)(=O)N3CCCC3)cc2)cc1
-0.3% | -17.8% | CC1CCCCC1NC(=O)Cn1cnc2ccccc2c1=O (stereo not given)
4.5% | -0.1% | O=C(CCNc1n[nH]c(=O)[nH]c1=O)N/N=C/CCc1ccccc1
-0.6% | · | COCCn1nnnc1CN(CCc1ccccc1)Cc1cc2cc(OC)ccc2[nH]c1=O
-2.4% | -4.1% | COc1ccc(N2CCN(CCNC(=O)c3nnc(Cc4c(F)cccc4Cl)o3)CC2)cc1
5.5% | · | CCOc1ccc(N=c2oc3cc(O)ccc3cc2C(=O)NCC2CCCO2)cc1 (stereo not given)

Remaining list, next part.
Hsp70 inhibitors | Rat MKP-3 inhibitors | canonical_smiles
-3.7% | · | Cc1ccc(-n2c(N)c(C(=O)N3CCN(C)CC3)sc2=S)cc1
-2.8% | 2.0% | Cc1ccc(C(=O)Nc2c(C(=O)N3CCC(Cc4ccccc4)CC3)cnn2-c2ccccc2)cc1
-3.9% | 5.2% | Cc1ccc(-c2ccc(CCC(=O)O)n2Cc2ccco2)cc1
-0.2% | -10.5% | CC1CCN(C(=O)Cn2c(=O)oc3ccccc32)CC1
-3.4% | 2.9% | CC(C)C(=O)Nc1ccc(Br)cc1C(=O)O
2.1% | -2.9% | N/C(=N\OC(=O)c1ccccc1F)c1cccc([N+](=O)[O-])c1
2.4% | -1.7% | Cc1cccc(NC(=O)C2CCCN(S(=O)(=O)c3cccc4nsnc34)C2)n1 (stereo not given)
6.9% | -9.4% | COc1ccccc1OCC(=O)Sc1ccc(C)cc1
5.4% | 2.3% | CCN(C(=S)NC(=O)c1cccnc1)c1ccccc1
5.7% | · | CCN1CCN(S(=O)(=O)c2cccs2)CC1
-1.4% | -2.5% | CCOc1ccccc1OCC(=O)Nc1nnc(C)s1
-1.8% | 0.8% | O=C(Nc1cc(Oc2cccnc2)cc([N+](=O)[O-])c1)c1cc2nc(-c3ccco3)cc(C(F)(F)F)n2n1
· | -4.9% | CCOC(=O)N1CCC(NC(=O)C2CCN(S(=O)(=O)c3cccs3)CC2)CC1
2.7% | -5.9% | COc1ccc(-c2cc3ccc(OCc4nn[nH]n4)cc3oc2=O)cc1OC
1.5% | 0.5% | O=C1c2ccccc2C(=O)N1CC1=NCCc2ccccc21
-45.9% | 35.8% | CCOC(=O)N1CCC(NC(=O)c2ccc3c(c2)sc2nc(-c4cccc(OC)c4)cn23)CC1
4.2% | -11.5% | CCOCCn1c(CN2CCN(c3cccc(Cl)c3)CC2)nc2c1c(=O)n(C)c(=O)n2C
-1.3% | 4.4% | O=C(CN1CCN(c2nc(-c3ccc(F)cc3)cs2)CC1)NCc1ccc2c(c1)OCO2
-0.8% | -1.3% | COc1ccc(NC(=O)COc2ccc3ccccc3c2)c(OC)c1
0.6% | 2.8% | COC(=O)C(C)Sc1nc2c(c(=O)n(C)c(=O)n2C)n1Cc1cccc(C)c1 (stereo not given)

Next structures follow:
Hsp70 inhibitors | Rat MKP-3 inhibitors | canonical_smiles
4.4% | -3.1% | COc1ccccc1Oc1coc2c(CN3CCN(C)CC3)c(O)ccc2c1=O
-1.7% | -2.4% | CSc1nnc(-c2ccc(NC(=O)CCc3ccccc3)cc2)n1C
· | 8.7% | CCOc1ccc(C(=O)Nc2cccc(-c3nc4cccnc4o3)c2)cc1Cl
-1.6% | -4.5% | O=C(O)CCCNS(=O)(=O)c1ccc(F)cc1
-2.4% | -7.9% | CC(CN1CCOCC1)(NS(=O)(=O)c1ccccc1)c1ccccc1 (stereo not given)
2.7% | -10.4% | Cc1noc(C)c1COc1cccc(C(=O)N2CCN(C/C=C/c3ccccc3)CC2)c1
43.1% | -10.6% | CCOC(=O)c1ccc(NS(=O)(=O)c2ccc3c(c2)oc(=O)n3C)cc1
-4.0% | -5.6% | CCOC(=O)c1sc(NC(=O)COc2ccc(C)cc2Br)nc1C
0.2% | -0.5% | O=C(N/N=C\c1ccc[nH]1)c1cccc2c3c([nH]c12)CCCC3
0.9% | · | CCNC(=O)CCSc1nc2cc(Cl)ccc2o1
· | -0.5% | CCOC(=O)C1CCN(C(=O)Cn2cc(C(=O)C3CC3)c3ccccc32)CC1
0.6% | 4.2% | CCOC(=O)COc1ccc(/C=N/NC(=O)COc2ccc([N+](=O)[O-])cc2)c(OCC(=O)OCC)c1
0.7% | -1.7% | O=C(CSc1nccn1-c1ccc(Cl)cc1)NCc1ccc2c(c1)OCO2
-14.3% | 5.5% | CSc1ccc(C2C(C#N)=C(N)Oc3c2ccc(=O)c2c(C)oc(C)c32)cc1 (stereo not given)

Some of the compounds tested; the hit share may differ from the screen's.
